SKKanGAS inh – inhibitors of SKKanGAS S. pyogenes growth in kanamycin (SK-promoter or general growth effect) | AID 1662 | inhibition, % at 7.5 µM | BacTiter-Glo, 6 h | 1.3% of 300,000 active;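 active = mean replicate score, as percent of positive control median, at least 50; inconclusive = mean below 50 but one replicate at or above 50; inactive = mean and every replicate below 50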;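 note: strain carries kanamycin resistance gene driven by streptokinase promoter and grows in 40 µg/ml kanamycin; loss of luminescence reflects streptokinase promoter inhibition or plain growth inhibition; 0% = median of DMSO wells and 100% = positive control at its reference dose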
RGS4 pot – potentiators or activators of RGS4; AID 463111; 0.92% of 310,000 active; HEK293 M3R/inducible RGS4, carbachol calcium flux Fluo4; active compounds read low; B-score at 10 µM;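 active = B-score of the integrated calcium signal more than 4 SD below the library mean, with starting fluorescence not abnormally high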;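 note: negative B-score means reduced calcium response which marks RGS4 activation or potentiation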
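Assay system: Inducible-RGS4 HEK293 cells carrying M3 receptor | Schedule: Compound preincubation 20 min at room temperature before agonist | Signal: Kinetic calcium fluorescence imaging with Fluo4-AM dye, 2 µM | Read-out basis: B score from integrated fluorescence ratio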
TRPC6 inhibitor – mouse TRPC6 channel inhibition; 1.1% of 310,000 active; Q61143; B-score at 10 µM; HEK293-TRPC6, membrane potential dye, ACh-evoked depolarization; active compounds read low;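 active = B-score under library mean minus 3 SD, initial fluorescence not abnormally high, positive integrated signal ratio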;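 note: B-score derived from integrated fluorescence ratio over the kinetic read; more negative B-score means stronger inhibition of depolarization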
Target sequence (Q61143 whole entry, looked up): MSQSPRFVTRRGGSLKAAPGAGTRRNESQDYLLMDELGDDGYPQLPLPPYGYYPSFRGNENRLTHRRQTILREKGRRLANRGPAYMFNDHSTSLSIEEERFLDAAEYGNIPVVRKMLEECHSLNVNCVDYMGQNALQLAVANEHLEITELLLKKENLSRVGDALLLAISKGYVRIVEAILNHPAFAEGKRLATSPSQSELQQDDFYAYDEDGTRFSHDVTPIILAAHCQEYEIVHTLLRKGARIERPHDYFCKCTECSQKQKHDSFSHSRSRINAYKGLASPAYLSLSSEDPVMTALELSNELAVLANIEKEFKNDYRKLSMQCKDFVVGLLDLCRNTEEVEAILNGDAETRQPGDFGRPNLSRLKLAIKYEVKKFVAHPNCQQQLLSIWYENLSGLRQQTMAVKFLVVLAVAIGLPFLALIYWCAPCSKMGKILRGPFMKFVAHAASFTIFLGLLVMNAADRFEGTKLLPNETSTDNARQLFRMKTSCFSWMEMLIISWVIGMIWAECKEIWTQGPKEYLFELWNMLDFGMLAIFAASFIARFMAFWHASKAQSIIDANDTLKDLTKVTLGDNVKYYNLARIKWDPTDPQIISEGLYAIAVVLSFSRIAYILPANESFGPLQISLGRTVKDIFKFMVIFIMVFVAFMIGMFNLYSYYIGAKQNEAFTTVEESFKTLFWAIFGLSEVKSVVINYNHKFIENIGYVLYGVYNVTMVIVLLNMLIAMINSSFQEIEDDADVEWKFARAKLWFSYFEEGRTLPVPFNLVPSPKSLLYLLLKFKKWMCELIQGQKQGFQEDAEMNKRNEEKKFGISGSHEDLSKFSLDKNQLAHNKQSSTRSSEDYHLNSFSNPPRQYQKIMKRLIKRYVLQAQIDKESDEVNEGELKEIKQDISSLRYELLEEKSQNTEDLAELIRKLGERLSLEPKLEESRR
TRPC4 block – blocks the mouse TRPC4 cation channel; 0.39% of 300,000 active; AID 2247; B-score at 10 µM; Q9QUQ5; HEK293 TRPC4beta/mu-opioid, DAMGO-evoked Fluo4 calcium flux; active compounds read low;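 active = B-score over 3 SD under the library average, no early fluorescence shift, positive overall ratio signal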
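Assay system: TRPC4beta/mu-opioid receptor HEK293 cell line; compound dosing: single concentration per test compound; detection: Fluo4 Ca2+ flux fluorescence; evaluation: per-well B score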
HIF act – HIF pathway transcriptional activation; activation, % at 7.5 µM (by protocol); U2OS HRE-luciferase reporter, luminescence; normalized: DMSO 0%, desferrioxamine 100%; AID 1910; 0.32% of 300,000 active;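 active = mean activation of at least 10% of the iron chelator positive control signal, with at least half of replicates also reaching 10%; inconclusive = mean and replicate majority disagree about reaching 10%; inactive = mean and most replicates under 10%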
RGS4 inh – human RGS4 inhibition | B-score at 10 µM | 0.45% of 310,000 active | HEK293 M3R/RGS4 inducible, Fluo-4 calcium flux; active compounds read high; triggered by carbachol at its EC20 | P49798;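 active = B-score, a plate-corrected calcium signal, over three deviations above library mean, with baseline fluorescence within five deviations of library mean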;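 note: RGS4 expression induced by doxycycline in cells with stable M3 receptor; B-score is computed from the integrated fluorescence ratio over baseline after carbachol; higher B-score means a larger calcium signal and so more RGS4 inhibition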
MrgX1 ag – activates human MrgX1 receptor signaling; MrgX1-HEK293 cells, Fluo-4 calcium fluorescence, agonist mode; active compounds read high; 0.44% of 310,000 active; B-score at 10 µM;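 active = calcium response B-score plate-corrected fluorescence ratio at least 3 library SD, with starting fluorescence B-score inside 5 SD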
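Assay system: MrgX1-expressing HEK293 cells / Amount: fifteen thousand cells per well / Doses: test compound in the initial addition of three / Timing: cells plated overnight, dye loaded 0.5 h 37 °C, 0.5 h room temperature / Technique: kinetic calcium dye fluorescence, Fluo-4 NW / Control set: positive and negative controls per plate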
Platelet DG rel – modulates dense granule release in human platelets | human platelet-rich plasma, SFLLRN dense granule ATP release, luminescence | inhibition, %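 (compounds screened at 7.5 µM in platelet-rich plasma)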 | 0.22% of 300,000 active;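 active = mean replicate score, as percent of positive control, at or above 50; inconclusive = mean below 50 but at least one replicate at or above 50; inactive = mean and every replicate below 50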
MrgX1 allo act – allosterically activates human MrgX1 receptor signaling. Q96LB2. MrgX1-HEK293, Fluo-4 calcium flux, FDSS; active compounds read high. B-score at 10 µM. 0.63% of 310,000 active;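 active = plate-corrected calcium response at least 3 library SD above typical, normal starting fluorescence, not activating the receptor alone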;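 note: compound read alongside a low EC10 to EC30 dose of BAM8-22 agonist; peak minus trough fluorescence over baseline measured at the second addition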
MrgX1 antag – antagonists of human MrgX1 receptor | MRGX1-HEK293 calcium flux, Fluo-4, BAM8-22 antagonism; active compounds read low | B-score at 10 µM | 1.3% of 310,000 active;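 active = calcium-response B-score plate-corrected more than 3 library SD below zero, starting fluorescence within 5 deviations, no agonist response on first addition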;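 note: peak minus trough fluorescence over baseline after final BAM8-22 challenge near maximal dose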
TRPC6 act – activates the mouse TRPC6 cation channel. Q61143. HEK293-TRPC6 membrane potential dye fluorescence; active compounds read high. B-score at 10 µM. 0.13% of 310,000 active;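 active = B-score of the integrated fluorescence ratio above library mean plus 3 SD, and starting fluorescence ratio within library mean plus 5 SD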;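 note: higher score means more depolarization so channel activation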
The depositor's hits bear a star; i = inactive; ? = inconclusive; . = not tested or not shown. An excerpt. The share of hits here may be higher or lower than overall.

SMILES	SKKanGAS inh	RGS4 pot	TRPC6 inhibitor	TRPC4 block	HIF act	RGS4 inh	MrgX1 ag	Platelet DG rel	MrgX1 allo act	MrgX1 antag	TRPC6 act
CNCC(O)c1cc(F)c(OCc2ccccc2)c(OCc2ccccc2)c1F (stereo not drawn)	9	i	i	i	-1.0	i	i	7	i	i	i
O=[N+]([O-])c1ccc(N2CCNCC2)c2ncccc12	1	i	-5.5*	i	-0.2	i	.	2	.	.	i
CCn1cc(C=C2C(=O)N(C)C(=O)N(C)C2=O)c2ccccc21	1	i	i	i	-20	i	i	-7	i	i	i
O=c1c2ccccc2nc(Cc2cccc([N+](=O)[O-])c2)n1-c1ccc(O)cc1	-2	i	i	i	0.0	i	i	1	i	i	i
C=CCn1c(O)c(C(CC)=NCCC2=CCCCC2)c(=O)[nH]c1=O	-6	i	i	i	0.0	i	i	-1	i	i	i
Cc1cccc(NC(=O)N2CC3CC(C2)c2cccc(=O)n2C3)c1 (stereo not drawn)	4	i	i	i	0.0	i	i	-1	i	i	i
Cc1cccc(N2C(=O)CC(=O)NC2=O)c1	10	i	i	i	-1.0	i	i	-3	i	i	i
CC(C)(C)[C@]1(O)C[C@@H]2OC(=O)C[C@@]23C(=O)O[C@@H]2OC(=O)[C@H](O)[C@]213	-2	i	i	i	1.2	i	i	3	i	i	i
Cc1ccccc1-n1c(O)c(/C=N/NC(=O)c2ccncc2)c(=O)[nH]c1=O	3	i	i	i	-0.5	i	i	-3	i	i	i
Cc1cc(OCCN2CC2)c2ccccc2n1	1	i	i	i	-0.5	i	i	3	i	i	i
Nc1ncnc2c1ccn2[C@@H]1O[C@H](CO)[C@@H](O)[C@H]1O	-1	i	i	i	-2.7	i	i	-4	i	i	i
O=C(O)C(O)(c1ccccc1)C1CCCCC1 (stereo not drawn)	-6	i	i	i	1.1	i	i	1	i	i	i
O=C(COc1ccc(Cl)cc1)N1CCN(Cc2ccccc2)CC1	2	i	i	i	0.0	i	i	-11	i	i	i
CCCCn1c(N)c(C(=O)OCCOC)c2nc3ccccc3nc21	23	i	i	i	-0.4	i	i	-15	i	i	i
Cc1cc(/C=C2/C(=O)NC(=O)N(Cc3ccco3)C2=O)c(C)n1-c1ccccc1	-3	i	i	i	-1.3	i	i	-24	i	i	i
N#CC1(c2ccccc2)CCN(C2CC(=O)N(c3ccc(F)cc3)C2=O)CC1 (stereo not drawn)	6	i	i	i	-0.2	i	i	0	i	i	i
COC(=O)C(C)Oc1cc(C)cc2oc(=O)c3c(c12)CCC3 (stereo not drawn)	1	i	i	i	0.1	i	i	3	i	i	i
Cn1cc(Br)c(C(=O)Nc2ccc3c(C(F)(F)F)cc(=O)oc3c2)n1	.	i	i	i	.	i	i	.	i	i	i
CCOc1cccc(=NC2CCCCC2)c2c(C)n(C)c(C)c12	9	i	-7.5*	i	0.5	i	i	-5	i	-6*	i
COc1ccc(/C=C2/C(=O)NC(=O)N(c3ccc(C)c(C)c3)C2=O)cc1CN1C(=O)c2ccccc2C1=O	1	i	i	i	0.4	i	i	9	i	i	i
OC(c1ccccc1)(c1ccccc1)C1CCCN1 (stereo not drawn)	4	i	i	i	0.1	i	i	0	i	i	i
CN1C(=O)N(C)C(=O)C2(Cc3ccccc3N3CCOCC32)C1=O (stereo not drawn)	9	i	i	i	-1.3	i	i	-3	i	i	i
Cc1ccc(-c2nn(Cc3ccccc3)cc2C(=O)O)cc1	-2	i	i	i	0.3	i	i	-13	i	i	i
CCCCOc1ccc(C(C)=O)cc1Cc1c(O)[nH]c(=S)[nH]c1=O	9	i	i	i	-0.8	i	i	-2	i	i	i
CCOC(=O)c1c(C)n(Cc2ccco2)c2c1cc(O)c1ccccc12	4	i	i	i	0.7	i	i	3	i	i	i
CN1C(=O)C(=Cc2ccc(N3CCOCC3)c([N+](=O)[O-])c2)C(=O)N(C)C1=O	-2	i	i	i	-1.1	i	i	10	i	i	i
O=c1[nH]c(=S)[nH]c(O)c1N=Nc1ccc2c(c1)OCCO2	-8	i	i	i	0.2	i	i	17	i	i	i
Cc1cc(=O)oc2cc(OCC(=O)N3CCC(C(=O)O)(c4ccccc4)CC3)ccc12	3	i	i	i	0.0	i	i	-1	i	i	i
N#CC(C#N)=Cc1cccnc1	16	i	i	i	0.2	i	i	3	i	-4.6*	i
CCCNC(=O)N1[C@H]2CC[C@@H]1C(C(=O)OC)=C(c1cc3ccccc3s1)C2	-4	i	i	i	-0.2	i	i	1	i	i	i
CCc1ccc(N2C(=O)NC(=O)/C(=C\c3cccn3CCOc3ccc(C(C)C)cc3)C2=O)cc1	6	i	i	i	2.1	i	i	-2	i	i	i
Cc1ccc(OCC(=O)N2CCCC(N3CCN(c4ccc(F)cc4)CC3)C2)cc1 (stereo not drawn)	4	i	i	i	0.4	i	i	9	i	i	i
CCOC(=O)C1=C(NC(=S)NC(=O)c2ccccc2)c2ccccc2CC12CCCC2	-15	i	i	i	-0.9	i	.	-5	.	.	i
CC(C)CCP(=O)(O)c1ccccc1	.	i	i	i	-0.1	i	i	-22	i	i	i
CC1CCC[C@H](O)CCCCCc2cc(O)cc(O)c2C(=O)O1 (stereo partly drawn)	-5	i	i	i	-0.3	i	i	0	i	i	i
O=P(Nc1ccccc1)(Nc1ccccc1)Oc1ccccc1	1	i	i	i	0.3	i	i	-4	i	i	i
Cc1cc(C)c(C(=O)CN2CCOCC2)c(C)c1	1	.	.	.	0.4	.	i	11	i	i	.
CCN1CCN(Cc2cc(Br)cc(Br)c2O)CC1	2	i	i	i	0.4	i	i	1	i	i	i
Cc1cccn2c(NCC3CCCO3)c(C(C)C)nc12 (stereo not drawn)	8	i	i	i	-0.3	i	i	-4	i	i	i
Cc1ccc2nc(N3CCN(C)CC3)[nH]c2c1	-2	i	i	i	?	i	i	1	i	i	i
Cc1ccccc1CN1CCN(c2ccc(Cl)cc2)CC1	25	i	i	i	0.1	i	i	6	i	i	i
Cc1ccc(-n2c(-c3ccc([N+](=O)[O-])cc3)nc3ccccc3c2=O)cc1	-9	i	i	i	-0.1	i	i	-1	i	i	i
CCN1CCN(C(=O)COc2ccc(S(=O)(=O)N3CCOCC3)cc2C)CC1	-2	i	i	i	-1.3	i	i	-4	i	i	i
Cc1ccccc1NC1=NCC(C)S1 (stereo not drawn)	0	i	i	i	-0.2	i	i	10	i	i	i
O=C(O)c1ccc(-[n+]2c(-c3ccccc3)cc(-c3ccccc3)cc2-c2ccccc2)cc1	-3	i	i	i	0.0	i	i	-3	i	i	i
O=C(c1ccccc1)C(CN1CCCC1)c1ccccc1 (stereo not drawn)	-10	-8.4*	i	i	-4.5	i	i	2	i	i	i
COc1ccc(Oc2cc(NC(=O)c3nn(C)cc3[N+](=O)[O-])cc([N+](=O)[O-])c2)cc1	4	i	i	i	-3.8	i	i	3	i	i	i
O=C(c1c[nH]cc1-c1ccccc1)c1cccc2ccccc12	-1	i	i	i	-3.0	i	i	1	i	i	i
Cc1nn(-c2ccccc2)c2c1C(c1ccc3c(c1)OCO3)SCC(=O)N2 (stereo not drawn)	6	i	i	i	-0.1	i	i	-6	i	i	i
O=C(CN1CC(c2ccccc2)CC1=O)Nc1ccc(F)cc1 (stereo not drawn)	-4	i	i	i	-0.4	i	i	4	i	-10*	i
O=C1CC(N2CC=C(c3ccc(F)cc3)CC2)C(=O)N1c1ccc(F)cc1 (stereo not drawn)	-1	i	i	i	-0.8	i	i	2	i	i	i
CCCC(=O)N(C)C1=Nc2ccc(Cl)cc2C(c2ccccc2)=[N+]([O-])C1	4	i	i	i	-0.6	i	i	-2	i	i	i
COC(=O)c1ccc(CC(C(=O)c2ccccc2)N(C)C)cc1 (stereo not drawn)	11	i	i	i	1.8	i	i	14	i	i	i
COc1ccc(-n2c(O)c(C(C)=NCc3ccco3)c(=O)[nH]c2=O)cc1	-9	i	i	i	0.0	i	i	5	i	i	i
CCCC(=O)C1C(=O)NC(=O)NC1=O	3	i	i	i	-0.2	i	i	-28	i	i	i
CSc1nc2ccccc2c(=O)n1-c1cccnc1	16	i	i	i	-0.6	i	i	7	i	i	i
COc1ccc(OC)c(CN2CCN(C(=O)Cc3ccccc3)CC2)c1	3	i	i	i	-1.2	i	i	5	i	i	i
COc1ccc(CC2C(=O)N(C)C(=O)N(C)C2=O)c(OC)c1	6	i	i	i	0.8	i	i	1	i	i	i
O=C(c1cccc(C(F)(F)F)c1)C1CCCN(Cc2ncc[nH]2)C1 (stereo not drawn)	4	i	i	i	0.0	i	i	-1	i	i	i
COc1ccc(O)c(CN2CCCC(C(=O)c3sccc3C)C2)c1 (stereo not drawn)	-4	i	i	-7*	1.7	i	i	3	i	i	i

(list continues)
SMILES	SKKanGAS inh	RGS4 pot	TRPC6 inhibitor	TRPC4 block	HIF act	RGS4 inh	MrgX1 ag	Platelet DG rel	MrgX1 allo act	MrgX1 antag	TRPC6 act
CCOC(=O)C(O)(c1ccc(NC(=O)c2ccc(Cl)c(Cl)c2)cc1)C(F)(F)F (stereo not drawn)	-6	i	i	i	-0.4	i	i	18	i	i	i
CCCCn1c(O)c(C(CC)=NCc2ccc(F)cc2)c(=O)[nH]c1=O	4	i	i	i	-1.6	i	i	2	i	i	i
COc1cc([C@@H]2c3cc4c(cc3[C@@H](OC)[C@H]3COC(=O)[C@H]23)OCO4)cc(OC)c1O	2	i	i	i	0.1	i	i	4	i	i	i
CNCCCc1ccccc1	-4	i	i	i	-0.9	i	i	-2	i	i	i

Assay outcomes as filed in PubChem.
